KCNH2 3.1 inh – qHTS for Inhibitors of KCHN2 3.1: Mutant qHTS; hit rate 0.95% among 340,000; activity change, % (tested at about 1.8 µM); U2OS KCNH2 3.1, thallium flux FluxOr; hits give low values;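 active = maximum activity change below -70%; inconclusive = maximum activity change from -70% to -50%; inactive = maximum activity change above -50%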;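 also: thallium influx rate constant from kinetic fluorescence after stimulation buffer; % is scaled to controls: 0 for no effect and ±100 for the full control effect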
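Thallium flux read-out: FluxOr dye with Red40 quencher in HBSS/HEPES, 45 min at RT. Rate constants from kinetic reads were normalized to positive and negative DMSO controls. Cells: U2OS virally expressing the 3.1 isoform.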
ELG1 DNA repair – qHTS screen for small molecules that inhibit ELG1-dependent DNA repair in human embryonic kidney (HEK293T) cells expressing luciferase-tagged ELG1; hit rate 2.3% among 330,000; AID 504467, 2011; Potency, µM (highest dose often 46.1 µM), for the others: at the highest dose activity change, negative = inhibition, actives largely listed as inhibitors; HEK293T ELG1-luciferase reporter, luminescence, 16 h; DNA damage induced by 5-fluorouridine; also: potency is read from the fitted curve at half-maximal effect; % is scaled to controls: 0 for no effect and ±100 for the full control effect; nearly all actives have a fitted effect of over 55% in size
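Overnight (16 hr) co-exposure of 2,000 cells/well to 5-fluorouridine and compound at 37 °C preceded detection. Luciferase was quantified via ONE-Glo luminescence; loss of signal denotes inhibition.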
AT treatment – qHTS Assay for Identifying a Potential Treatment of Ataxia-Telangiectasia; hit rate 0.19% among 320,000; Potency, µM (top dose mostly 57.5 µM), for the others: at the top dose activation, hits mostly activators; […] A-T fibroblasts, KAP-1 phosphorylation AlphaLISA; neocarzinostatin DNA damage 30 min before lysis; AID 485349, 2010; also: potency is read from the fitted curve at half-maximal effect; % of control where 0% means no effect; nearly all actives have a fitted effect of over 45% in size
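hTERT-immortalized A-T patient fibroblasts ([…]), 500 cells/well in OPTI-MEM, 1% FBS, got compounds for 60 min, then NCS for 30 min at 37C. Lysates were then assayed for phospho-KAP-1 by AlphaLISA (anti-pKAP1 donor, anti-KAP1 acceptor beads), 6 hr at 25C.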
TRPV1 ag – HTS Assay for Compounds that Act as Agonists of the Vanilloid Receptor 1; Transient receptor potential cation channel subfamily V member 1 (Homo sapiens), Q8NER1; AID 540275, 2011; activation, % at 8.33 µM; TRPV1-expressing cells, Fluo-8 calcium influx, agonist mode; hit rate 0.19% among 320,000; in the data active = activation above about 80%; inconclusive = between about 30% and that limit; also: 0% is about no effect
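Cells expressing TRPV1 were dye-loaded with Fluo-8 and read kinetically: 10 s baseline, 3 min after compound (agonist portion), then 2 min after EC20 capsaicin (allosteric enhancer portion). Calcium-bound dye fluorescence at 480/520 nm.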
Eya2 inh – qHTS Assay for Inhibitors of the Phosphatase Activity of Eya2; recombinant Eya2, OMFP fluorescence dephosphorylation (OMFP is methylfluorescein phosphate); Potency, µM (highest dose often 76.9 µM), inactives show at the highest dose activity, negative = inhibition, most hits filed as inhibitors; hit rate 0.006% among 330,000; AID 488837, 2010; also: potency is read from the fitted curve at half-maximal effect; % is scaled to controls: 0 for no effect and ±100 for the full control effect
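Eya2 (0.2 uM) preincubated 10 min at ambient with compound, then OMFP substrate added at 50 uM; 10 min reaction in 50 mM HEPES pH 7.5, 50 mM NaCl, 5 uM MgCl2, 0.05% BSA, 1 mM DTT. Fluorescence read at Ex 485/Em 525 nm.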
KCNH2 WT inh – qHTS for Inhibitors of KCHN2 3.1: Wildtype qHTS | Voltage-gated inwardly rectifying potassium channel KCNH2 (Homo sapiens), Q12809 | activity change, % at 1.84 µM | hit rate 0.37% among 340,000 | U2OS, BacMam KCNH2, thallium flux FluxOr; hits give low values;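 active = maximum activity change below -70%; inconclusive = maximum activity change between -70% and -50%; inactive = maximum activity change above -50%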; also: % is scaled to controls: 0 for no effect and ±100 for the full control effect
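U2OS cells were transduced with wild-type KCNH2 virus (2.03 x 10^8 / mL) for 4 h at room temperature, then cultured overnight at 37 C. Thallium flux was read with FluxOr dye. Rate constants were normalized to DMSO controls.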
Mito fusion act – qHTS Assay for Small Molecule Inhibitors of Mitochondrial Division or Activators of Mitochondrial Fusion. hit rate 0.23% among 320,000. AID 485298, 2010. S. cerevisiae fusion-defective mutant growth rescue, CellTiterGlo 48 h. Potency, µM (top dose mostly 46.1 µM), without a hit: at the highest dose growth rescue (activation), actives largely listed as activators;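 also: potency is read from the fitted curve at half-maximal effect; % of control where 0% means no effect; nearly all actives have a fitted effect of over 45% in size; temperature-sensitive fusion mutants such as fzo1-1 at 37 °C on non-fermentable ethanol glycerol medium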
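Yeast fusion mutant, YPEG (non-fermentable carbon), compound, 48 h at 37C non-permissive; CellTiterGlo added, 10 min RT, luminescence read. Rescued growth = division inhibition.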
TCR act – Activators of T cell receptors: qHTS campaign. primary human leukocytes, anti-CD3, IL-2 HTRF, 48 h. Potency, µM (doses to about 9.22 µM), inactives show at the top dose activation of IL-2 secretion, most hits filed as activators. AID 504894, 2011. 330,000 tested, under 10 active; also: % of control where 0% means no effect
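Primary human leukocytes incubated 48 hr with anti-CD3 beads plus compound, without co-stimulation. Secreted IL-2 measured by HTRF (europium cryptate/d2 anti-IL-2 pair, 320 nm excitation, 665 nm emission).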
USP2a inh – qHTS Assay for Inhibitors of Ubiquitin-specific Protease USP2a Using CHOP2 as the Reporter | Ubiquitin carboxyl-terminal hydrolase 2 (Homo sapiens), O75604 | USP2 core, Ub-CHOP2 coupled fluorogenic reporter, 485/531 | Potency, µM (highest dose often 38.3 µM), inactives show top-dose activity change, negative = inhibition, actives largely listed as inhibitors | hit rate 0.01% among 330,000 | AID 463254, 2010;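 also: potency is read from the fitted curve at half-maximal effect; plate controls were DMSO wells for no effect and full inhibition by NEM control for full effect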
Target sequence (O75604 whole entry, looked up): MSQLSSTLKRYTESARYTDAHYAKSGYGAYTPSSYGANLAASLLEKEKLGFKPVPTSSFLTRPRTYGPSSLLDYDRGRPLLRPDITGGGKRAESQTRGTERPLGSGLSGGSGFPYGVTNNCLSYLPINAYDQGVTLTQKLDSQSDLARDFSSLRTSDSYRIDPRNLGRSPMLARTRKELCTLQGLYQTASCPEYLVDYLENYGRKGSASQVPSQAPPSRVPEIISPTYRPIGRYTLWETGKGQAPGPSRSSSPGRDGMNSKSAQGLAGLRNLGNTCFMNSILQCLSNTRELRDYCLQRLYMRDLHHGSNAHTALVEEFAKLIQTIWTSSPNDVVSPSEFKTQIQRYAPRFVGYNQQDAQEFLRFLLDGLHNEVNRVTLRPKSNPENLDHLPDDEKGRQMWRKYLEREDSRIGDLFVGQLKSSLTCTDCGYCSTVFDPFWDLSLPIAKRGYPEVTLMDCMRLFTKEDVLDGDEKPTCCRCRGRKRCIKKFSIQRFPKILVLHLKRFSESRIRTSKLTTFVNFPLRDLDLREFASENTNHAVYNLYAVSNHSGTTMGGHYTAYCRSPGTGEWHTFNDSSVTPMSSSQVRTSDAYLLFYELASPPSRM
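Deubiquitinase activity read as fluorescence (485/531 nm) after Ub-CHOP2 cleavage activates the enterokinase reporter on its substrate; USP2 core 10nM, Ub-CHOP2 and substrate 25nM each, 30min compound preincubation then 60min RT; data normalized to NEM, curves fitted.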
TSHR antagonist – Antagonists of the Thyroid Stimulating Hormone Receptor: HTS campaign; Thyrotropin receptor (Homo sapiens), P16473; TSHR-expressing cells, TSH-stimulated cAMP HTRF, 2 h; hits give low values; activity change, negative = inhibition, % at 11.5 µM; hit rate 0.2% among 330,000; AID 504810, 2011;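 active = activity change below a set negative limit, meaning inhibition stronger than a set level, cut at about -70% in these data; inconclusive = activity change between two set negative limits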; also: % is scaled to controls: 0 for no effect and ±100 for the full control effect
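Antagonism was scored as loss of TSH-driven cAMP in TSHR cells, stimulated with 4nM TSH (EC80) for 2 hours at 37 deg C and detected by homogeneous HTRF competition immunoassay.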
Active calls of the source: *; ? = inconclusive; nt = no result given; [ ] = remark or other dose. Unless noted, calls follow the shape of the dose curve; as a rule, active = well fitted curve in the direction sought with a large enough effect; inconclusive = small, poorly fitted or top-dose-only effect, or another doubt; inactive = no such curve, though single readings can be large; an effect the other way counts as inactive or inconclusive. An excerpt; the hit share may differ from the screen's.

#	mol	KCNH2 3.1 inh	ELG1 DNA repair	AT treatment	TRPV1 ag	Eya2 inh	KCNH2 WT inh	Mito fusion act	TCR act	USP2a inh	TSHR antagonist
1	Cc1ccnc(-n2c(C)cc(/C=C3\C(=O)NC(=S)N(C)C3=O)c2C)c1	0	?	19%	-2	-10%	-6	-18%	-6%[46.1 µM]	4%	-5
2	CCC1C(C#N)=C(N)Oc2c1c(=O)oc1ccccc21 (centres undefined)	6	20%	-3%	19	8%	0	1%	0%	1%	3
3	COC(=O)[C@@H]1C[C@H]1[C@@H](NP(=O)(c1ccccc1)c1ccccc1)c1ccccc1	10	?	9%	?	8%	7	0%	6%	1%	5
4	CCCCCCn1c(O)c(C=NCCN2CCCCC2)c(=O)[nH]c1=O	13	15%	6%	-2	-4%	12	-5%	2%	0%	9
5	Cc1ccc(S(=O)(=O)N2CC3CC(C2)c2cccc(=O)n2C3)cc1 (centres undefined)	-9	4%	-2%	1	13%	0	1%	3%	3%	-6
6	COC(=O)C1=C(c2ccc(OC)c(OC)c2)C[C@@H]2CC[C@H]1N2C(=O)NC1Cc2ccccc2C1	-2	?	7%	27	-3%	-3	-16%	-6%	-1%	11
7	CCOC(=O)C1(c2ccccc2)CCN(CCC(=O)Nc2ccccc2OC)CC1	-11	?	-2%	20	-16%	9	1%	-8%	1%	2
8	CC(C)[C@@]1(NC(=O)[C@@H]2C=C3c4cccc5[nH]cc(c45)C[C@H]3N(C)C2)O[C@@]2(O)[C@@H]3CCCN3C(=O)[C@H](Cc3ccccc3)N2C1=O	nt	-9%	16%	1	12%	nt	-2%	nt	17%	2
9	CC(Cc1ccccc1)NC=O (centres undefined)	14	?	10%	1	-2%	-2	1%	-5%	-1%	1
10	Cn1c(O)c(C(=N)COc2cccc(Cl)c2)c(=O)n(C)c1=O	-14	11%	-6%	-2	15%	3	3%	-2%	-4%	4
11	CCCc1nc2ccccc2c(=O)n1-c1ccc(OC)cc1	-1	-29%	0%	1	6%	-4	2%	-1%	4%	-11
12	CN(C)c1ccc(C=C2C(=O)NC(=S)NC2=O)cc1[N+](=O)[O-]	-2	16%	-5%	-4	1%	7	-2%	nt	8%	-8
13	Cc1cccc(-n2c(-c3cccs3)nc3ccccc3c2=O)c1	-33	1%	nt	-4	-7%	-1	17%	0%[46.1 µM]	-1%	117
14	C=CCn1c(C)c(C=C2C(=O)NC(=O)NC2=O)c2ccccc21	-17	-14%	-1%	3	9%	-8	-1%	nt	3%	12
15	COc1ccc(C2SCC(=O)Nc3c2c(=O)[nH]n3C2CCCCC2)cc1 (centres undefined)	-6	-7%	1%	-1	-3%	-4	0%	2%	1%	-9
16	CCCCC(=O)N/N=C/c1c(O)n(-c2cccc3ccccc23)c(=O)[nH]c1=O	7	8%	-6%	2	-8%	-5	-3%	-4%	0%	-3
17	CCC(=NCCN1CCOCC1)c1c(O)n(-c2ccccc2C)c(=O)[nH]c1=O	27	-2%	-8%	-3	14%	-10	2%	1%	0%	-8
18	O=S(=O)(c1ccc(F)c(F)c1F)N1CCN(c2ncnc3sccc23)CC1	nt	?	3%	nt	-9%	14	nt	-34%	3%	-21
19	COC(=O)C1=C(c2ccc(OC(F)(F)F)cc2)C[C@@H]2CC[C@H]1N2C(=O)NCc1cccc2ccccc12	?	?	10%	-5	-14%	2	?	-8%	-6%	4
20	O=C(O)c1cccc2nc3ccccc3nc12	2	?	-10%	-2	?	-2	10%	5%	11%	-13
21	COc1cccc(N2C(=O)NC(=O)/C(=C\c3cn(C)c4ccccc34)C2=O)c1	4	?	-4%	2	4%	-4	6%	-1%	1%	2
22	O=C(Nc1ccccc1)c1cccn(Cc2ccccc2)c1=O	13	0%	13%	9	?	-4	-5%	-72%	1%	-32
23	CCC(Oc1cc(Cl)ccc1Cl)C(=O)N1CCC2(CC1)OCCO2 (centres undefined)	23	?	25%	4	5%	30	1%	9%	-1%	2
24	Cc1ccc(-n2c(O)c(C=Nc3ccc(S(N)(=O)=O)cc3)c(=O)[nH]c2=O)cc1	1	-8%	2%	-2	-2%	-10	-7%	nt	12%	-15
25	Cc1cc(OCC(=O)O)c2c3c(c(=O)oc2c1)CCCC3	6	0%	-2%	3	-8%	-35	1%	-36%	-5%	9
26	CC(C)(C)NC(=O)Cn1cc(C(=O)c2ccccc2F)c2ccccc21	-13	6%	-1%	3	-5%	1	-1%	0%	0%	-2
27	CC(=O)c1ccc(OC(C)C)c(Cc2c(O)[nH]c(=S)[nH]c2=O)c1	7	-4%	0%	6	3%	6	-6%	8%	0%	7
28	CCOC(=O)[C@@H]1[C@H]2COc3ccc(Br)cc3[C@H]2N2C(=O)N(c3cccc(C)c3)C(=O)[C@]12C	3	2%	-5%	nt	9%	-6	nt	0%	-1%	-11
29	CC(Cc1ccccc1)[n+]1cc(/N=C(\[O-])Nc2ccccc2)on1 (centres undefined)	8	12%	-5%	2	-14%	-6	-2%	-3%	7%	-11
30	O=[N+]([O-])c1ccccc1CN1CC=C(c2ccc(F)cc2)CC1	-16	?	7%	-1	3%	-15	-3%	-2%	3%	-10
31	CCn1c(NN=O)nc2ccccc21	-19	0%	6%[11.5 µM]	-1	0%	-2	-3%	3%	1%	-2
32	CCC(=Nc1ccc(Cc2ccncc2)cc1)c1c(O)n(C)c(=O)n(C)c1=O	2	7.3µM*	9%	0	1%	6	3%	1%	-2%	-6
33	CCCCn1c(=O)c(C(=O)Nc2cnccn2)c(O)c2ccccc21	-39	?	0%	0	-6%	-10	-5%	2%	-1%	13
34	COc1ccccc1N1CCN(CCc2ccccc2)CC1	-7	-5%	-1%	-1	-8%	8	0%	5%	0%	11
35	OC(CNC1CCCCC1)C(F)(F)F (centres undefined)	-5	2%	-8%	0	-13%	-1	0%	-4%	1%	2
36	CC(C(=O)c1c[nH]c2ccccc12)N1CCN(C(=O)c2ccco2)CC1 (centres undefined)	-4	?	-1%	nt	19%	4	2%	3%	4%	3
37	C=CCn1c(O)c(C(C)=NCc2ccco2)c(=O)[nH]c1=O	0	?	-1%	3	1%	-4	1%	0%	1%	-3
38	COCCCN1CCN(c2nnc3n2-c2sc(Br)cc2C(c2ccccc2Cl)=NC3)CC1	nt	7%	-2%	-4	1%	-1	3%	0%	4%	6
39	Cc1ccccc1CN1CCCN(Cc2ccc(Cl)cc2)S1(=O)=O	12	-7%	5%	10	-2%	2	-1%	-12%	2%	-4
40	Cc1ccc(C)c(Cn2c(C(=O)O)c(C=O)c3ccccc32)c1	-5	?	-4%	-2	6%	1	-4%	9%	?	43
41	CN(C)C(Cc1ccccc1)C(=O)c1ccc(-c2ccccc2)cc1 (centres undefined)	-8	-6%	7%	17	-7%	-12	1%	-1%	1%	-5

Structural class: those above containing a nitro group on carbon (2)
#	mol	KCNH2 3.1 inh	ELG1 DNA repair	AT treatment	TRPV1 ag	Eya2 inh	KCNH2 WT inh	Mito fusion act	TCR act	USP2a inh	TSHR antagonist
12	CN(C)c1ccc(C=C2C(=O)NC(=S)NC2=O)cc1[N+](=O)[O-]	-2	16%	-5%	-4	1%	7	-2%	nt	8%	-8
30	O=[N+]([O-])c1ccccc1CN1CC=C(c2ccc(F)cc2)CC1	-16	?	7%	-1	3%	-15	-3%	-2%	3%	-10
